Assay outcomes (PubChem BioAssay)
Dengue-2 NS5 capping – Dengue-2 NS5 methyltransferase inhibitors, primary screen, biochemical, confirmation dose response (AID 588689) | Dengue-2 NS5 methyltransferase capping enzyme assay, biochemical; higher % means a stronger effect | one-dose inhibition, % at 25 µM; IC50 in µM for titrated hits | hit rate 0.3% among 340,000; in the data active = a potency from the dose series; inconclusive = inhibition above about 29% without an active follow-up result
UTI89 phage lysis – protection from phage-mediated lysis, alamar blue read-out – E. coli UTI89, K1F phage, bacterial capsule biogenesis inhibitors (AID 488966). E. coli UTI89 K1F phage lysis, alamar blue, 2 h; higher % means a stronger effect. one-dose inhibition, % at 100 µM; IC50 in µM for titrated hits. hit rate 0.02% among 340,000;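 active = phage lysis inhibition, versus mean bacterial control, above a set limit; inconclusive = no clear call, values can overlap the other calls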;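 also: capsule biogenesis inhibitors block K1F phage lysis so surviving cells raise fluorescence; higher fluorescence means more inhibition of phage lysis; actives were called in the ten point dose series up to 300 µM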
MgcRacGAP inhibition – MgcRacGAP GTPase-activating activity inhibitors, confirmation, biochemical, ADP Hunter fluorescence; MgcRacGAP-stimulated Rac1 GTP hydrolysis, ADP Hunter fluorescence; higher % means a stronger effect; GST-tagged Rac1 F28L mutant substrate; one-dose inhibition, % at 30 µM; IC50 in µM for titrated hits; hit rate 0.6% among 340,000;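 active = first-screen hits whose inhibition reached a set limit at any dose in the follow-up dose series; inconclusive = inhibition above the set first-screen limit but never retested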;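 also: fluorescence reports GDP produced by GAP-driven GTP hydrolysis; strong numbers were not always called active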
GPR35 antagonists – GPR35 antagonists blocking zaprinast-driven arrestin recruitment, primary screen, imaging, U2OS, beta-arrestin-GFP, zaprinast agonist (AID 2058); U2OS GPR35 beta-arrestin-GFP translocation imaging, zaprinast antagonism; higher % means a stronger effect; one-dose inhibition, % at 10 µM; IC50 in µM for titrated hits; hit rate 0.052% among 290,000;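 active = inhibition of at least 50% with at least 30 cells and total cytoplasm GFP at most 10,000,000; inconclusive = under 30 cells or total GFP of 10,000,000 plus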
Salmonella PhoP GFP – PhoP-dependent GFP reporter repression – Salmonella Typhimurium, primary screen (AID 1863); S. Typhimurium PhoP-regulated promoter GFP reporter, 4 h; higher % means a stronger effect; one-dose inhibition, % at 50 µM; IC50 in µM for titrated hits; hit rate 0.16% among 300,000;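 active = inhibition over 29.93%, a cutoff 3 SD above the screen mean, later confirmed by dose response; inconclusive = inhibition over 29.93% but no dose response follow-up; inactive = inhibition at most 29.93% or unconfirmed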;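 also: 0% = low Mg2+ inducing control and 100% = high Mg2+ repressing control; strong numbers were not always called active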
HIV peptide binding – cell-free HIV fusion peptide-binding blockers – biochemical, uHTS, fluorescence dequenching, primary screen (AID 1986) | inhibition, % at 20 µM; hits with a dose series show IC50 in µM | cell-free peptide binding, fluorescence dequenching, 30 min; higher % means a stronger effect | hit rate 0.3% among 290,000; in the data active = inhibition mostly above about 52%, no sharp cut-off; inactive = mostly below about 76%; also: some results filed as inactive read as strong as hits
RSV CPE inhibition – inhibition of RSV-induced cytopathic effect – HEp-2 cells, primary 10 µM value included (AID 2391) | CPE inhibition, % at 10 µM; hits with a dose series show IC50 in µM | HEp-2 cells, RSV-induced CPE inhibition; higher % means a stronger effect | hit rate 0.13% among 310,000; in the data active = a potency from the dose series; inconclusive = CPE inhibition mostly from about 23% at the one dose, without a potency; inactive = the rest, 99 in 100 with CPE inhibition below about 21%; also: strong numbers were not always called active
GPR55 LPI antagonism – inhibition of LPI-stimulated GPR55 beta-arrestin translocation – imaging, U2OS, beta-arrestin-GFP, LPI agonist, primary screen (AID 2013); U2OS GPR55 beta-arrestin-GFP translocation imaging, LPI antagonism; higher % means a stronger effect; inhibition, % at 10 µM, or IC50 in µM where a hit was titrated; hit rate 0.13% among 290,000;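 active = spots per cell inhibited over 60%, with over 100 cells counted and total cytoplasm intensity under 500,000; inconclusive = wells with under 100 cells, flagged as likely toxic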;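 also: U2OS cells stably carrying GPR55 and arrestin-GFP stimulated by 5 µM LPI near EC80; imaged beta-arrestin-GFP aggregate spots per cell after agonist stimulation; plate controls were LPI-stimulated DMSO wells for no effect and DMSO wells without LPI for full effect; some results filed as inactive read as strong as hits; confirmed hits need IC50 under 10 µM and bright autofluorescent wells are also inconclusive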
SV40 large T antigen – SV40 large T antigen inhibitors, biochemical (AID 1903); one-dose inhibition, % at 20 µM; IC50 in µM for titrated hits; SV40 large T antigen ATPase/helicase inhibition assay; higher % means a stronger effect; hit rate 0.39% among 310,000; in the data active = a potency from the dose series; inconclusive = inhibition mostly from about 32% at the one dose, without a potency; inactive = the rest, 99 in 100 with inhibition below about 32%; also: strong numbers were not always called active
Dengue-2 NS5 capping pilot replicate – recorded beside Dengue-2 NS5 capping, whose call it bears; inhibition, %; measured here: pilot screen replicate inhibition
* hit, by the source's call; ? = inconclusive; nt = not tested or not shown; & = joins results of further samples; [ ] = another dose, or the depositor's remark. Rows were taken by chance. Share with any hit: about 1.5%.

SMILES | Dengue-2 NS5 capping | UTI89 phage lysis | MgcRacGAP inhibition | GPR35 antagonists | Salmonella PhoP GFP | HIV peptide binding | RSV CPE inhibition | GPR55 LPI antagonism | SV40 large T antigen | others
O=C(NC(=S)Nc1ccc(N2CCOCC2)cc1)c1cccc(Cl)c1Cl | -3% | 0.1% | 4% | -2% | -2% | 0.5% | 1.5% | 9% | 6%
Cc1cc(OCCCC(=O)NC2=NCCS2)ccc1Cl | -2% | 0.4% | 6% | -8% | -5% | -0.8% | 1.9% | 2% | 5%
COc1cc(C(=O)Nc2cccc(-c3nc4ccccc4o3)c2C)cc(OC)c1OC | 1% | 0.7% | 16% | 14% | 0% | 2.7% | nt | 2% | -5%
CCc1cc(-c2n[nH]c(CCC(=O)O)c2-c2nc3ccccc3n2C)c(O)cc1O | 1% | -0.2% | 122µM* | -1% | 0% | 27% | -1.1% | 4% | 34%
CCOc1ccccc1NC(=O)CC(O)(C(F)(F)F)C(F)(F)F | 1% | 2.3% | 5% | -2% | 3% | -2.3% | 2.1% | 2% | 15%
COc1ccc(-c2nnc(SCC(=O)c3[nH]c(C)c(C(C)=O)c3C)o2)cc1 | 17% | 12% | 6% | 5% | -1% | -1.3% | 0.2% | 6% | 16%
CN(Cc1nc(-c2ccc(Cl)cc2)no1)C(=O)CCN1C(=O)[C@H]2CC=CC[C@H]2C1=O | 4% | 0.6% | 4% | 2% | -8% | 0.8% | 3.0% | 2% | 11%
CC(=O)Nc1ccc(S(=O)(=O)N2CCCC2)cc1 | -5% | -0.2% | 5% | -10% | -17% | -0.9% | 0.8% | -2% | -9% | Dengue-2 NS5 capping pilot replicate=1.0
CCOC(=O)c1cc(-c2ccccc2)sc1NC(=O)CN1C(=O)c2ccccc2C1=O | 0% | -0.2% | 10% | nt | nt | nt | 7.5% | nt | nt
COC(=O)c1sc(NC(=O)COc2c(C)cccc2C)nc1C | -4% | -0.1% | 2% | 3% | 9% | 0.9% | 3.3% | -5% | 21%
COc1ccc(CCn2cnc3c([nH]c4ccccc43)c2=O)cc1 | -11% | 0.2% | 8% | 12% | -6% | 1.6% | 1.9% | 18% | 10%
Cc1cccc(C(=O)N2CCN(c3ccc(N4CCOCC4)nn3)CC2)c1 | 1% | -0.2% | 8% | -1% | -8% | 0.8% | 0.0% | 13% | 14%
Cn1c(SCC(=O)N/N=C/c2ccccn2)nnc1-c1ccccc1 | -5% | -0.8% | 15% | -6% | -5% | -1.3% | 1.9% | 2% | 7%
COc1ccc(N(CC(=O)N/N=C/c2cc(OC)ccc2OC)S(=O)(=O)c2ccccc2)cc1 | -5% | 0.1% | 5% | -8% | -2% | -1.0% | 2.2% | -20% | 0%
COc1ccc2c(C=Nc3c(C)n(C)n(-c4ccccc4)c3=O)c(O)n(Cc3ccco3)c(=O)c2c1 | ? | 1.5%&1.2% | 11%&6% | -10%&-2% | -16%&13% | 1.1%&12% | 3.2% | 4%&11% | 23%&3%

Next section; the last 2 above are carried over.
SMILES | Dengue-2 NS5 capping | UTI89 phage lysis | MgcRacGAP inhibition | GPR35 antagonists | Salmonella PhoP GFP | HIV peptide binding | RSV CPE inhibition | GPR55 LPI antagonism | SV40 large T antigen | others
COc1ccc(N(CC(=O)N/N=C/c2cc(OC)ccc2OC)S(=O)(=O)c2ccccc2)cc1 | -5% | 0.1% | 5% | -8% | -2% | -1.0% | 2.2% | -20% | 0%
COc1ccc2c(C=Nc3c(C)n(C)n(-c4ccccc4)c3=O)c(O)n(Cc3ccco3)c(=O)c2c1 | ? | 1.5%&1.2% | 11%&6% | -10%&-2% | -16%&13% | 1.1%&12% | 3.2% | 4%&11% | 23%&3%
O=C(C1=C(O)C(=O)N(CC2CCCO2)C1c1cccc(O)c1)c1ccco1 (centres undefined) | 0% | 0.6% | 4% | -13% | 0% | 1.7% | 0.1% | 7% | 20%
O=C1CN(C(=O)COc2ccccc2Cl)c2ccccc2N1 | -7% | 0.8%[50 µM] | 3% | nt | nt | nt | 2.8% | nt | nt
CS(=O)(=O)N1CCCC(C(=O)Nc2ccc(F)cc2)C1 (centres undefined) | -3% | 0.6% | 7% | 14% | 0% | -1.2% | 0.3% | -7% | 11%
CCOCCCNc1nc(-c2ccccc2)nc2ccccc12 | 4% | 0.2% | 17% | -9% | -5% | 0.6% | 13% | -27% | 9% | Dengue-2 NS5 capping pilot replicate=0.9
O=C(N/N=C/c1ccco1)c1cc2ccccc2o1 | -12% | 0.5% | 13% | 4% | -20% | -4.2% | 2.7% | -1% | 9%
COc1ccc(-c2oc3ccc(-c4cc(OC)c(OC)c(OC)c4)cc3c2-c2ccc(OC)nc2)cc1 | -1% | 2.9% | 4% | -2% | 6% | 5.9% | 1.1% | 9% | 7%
CCOC(=O)C1CCN(c2ncnc3cc(OC)c(OC)cc23)CC1 | -7% | 0.2% | 6% | -12% | 0% | 0.8% | 1.3% | -13% | 11%
O=S(=O)(c1ccc(Cl)cc1)N1CCN(Cc2ccc(O)c3ncccc23)CC1 | -9% | -0.1% | 0% | -5% | 14% | -0.2% | 22% | -14% | 9%
COC(=O)c1ccc(C)c(NC(=O)CSc2sc3c(O)cc(=O)[nH]c3c2C#N)c1 | -4% | -0.1% | 19% | -11% | -5% | 55% | 0.7% | -16% | 24%
O=C(O)CCCc1ccc2ccc3cccc4ccc1c2c34 | 15% | -0.1% | 13% | 0% | -7% | 18% | 18% | 1% | 29%
CC1CN(CCn2cnc3c(N)ncnc32)CC(C)O1 (centres undefined) | -4% | 0.0% | -3% | 15% | -7% | -0.1% | 1.2% | 10% | 10%
O=C(NNC(=O)c1cccs1)c1ccc(Cl)c([N+](=O)[O-])c1 | -6% | 0.1% | 3% | -5% | 4% | 2.4% | 1.5% | 3% | 7%
CCCOC(=O)CCCC[C@H]1SC[C@@H](NC(=O)OC)[C@H]1NC(=O)OC | -5% | -0.1% | 1% | 9% | 6% | 0.1% | 1.6% | 8% | -1%
Cc1cccc(N(C(=O)c2snc(C(N)=O)c2N)C(C(=O)NCC2CCCO2)c2ccc(N(C)C)cc2)c1 (centres undefined) | 2% | 1.0% | 6% | 2% | 4% | -0.7% | 1.2% | -6% | -2%
Cc1ccccc1NC(=O)CNc1ccccc1N1CCCCC1 | -2% | 0.2% | 8% | nt | 1% | nt | 5.8% | nt | 7%
Cc1ccccc1NC(=S)NC(C)CCc1ccccc1 (centres undefined) | -9% | 0.8%[50 µM] | 1% | 4% | 6% | -0.6% | 0.5% | 7% | 0%
CC(C)(C)n1nnnc1C(c1ccccn1)N(Cc1ccccc1)Cc1ccc(Cl)cc1 (centres undefined) | -1% | 2.5% | 0% | 8% | -2% | 2.0% | 20% | 11% | 12%
CCC(=O)Nc1c(-c2ccccc2)c(=O)c2ccccc2n1C | 8% | -0.7% | 3% | 1% | -2% | -2.0% | 1.3% | 12% | 4%
CN(Cc1ccccc1)c1nc2c(c(=O)n(C)c(=O)n2C)n1CCSc1ncccn1 | 0% | 1.4% | 7% | -2% | 2% | -0.8% | 0.9% | 5% | 6%
COCCN=c1scc(-c2cccs2)n1/N=C(\C)c1ccco1 | -28% | -0.6% | -37% | 28% | 11% | 2.0% | 19% | 5% | 9%
CCOc1cc(/C=C/C(=O)Nc2ccc(C(=O)NCCN(CC)CC)cc2)ccc1OCC(C)C | -21% | -3.8% | 12% | -2% | 6% | 0.3% | -2.9% | 22% | 3%
COc1ccc(-c2[nH]c(-c3ccc(Cl)cc3)nc2SCC(=O)Nc2nccs2)cc1 | 2% | 0.6% | 10% | -10% | 1% | -0.2% | 4.5% | 5% | 4%
CCOC(=O)c1ccc(N2CCN(c3ccccc3F)CC2)c(NC(=O)Nc2ccccc2)c1 | 0% | 0.8%[50 µM] | -3% | 2% | 13% | -0.9% | 6.1% | 17% | -7%
Nc1cc(-c2ccc(Br)cc2)nn1S(=O)(=O)c1ccccc1 | -1% | -0.6% | 10% | 7% | 4% | 1.7% | 0.1% | 5% | 6%
O=C1C(Cc2ccc(O)cc2)NC(=S)N1c1ccccc1 (centres undefined) | -6% | 4.9% | -1% | -5% | 0% | 1.3% | -0.2% | -3% | 13%
Nc1nc(CN2CCN(Cc3ccccc3)CC2)nc(N2CCCc3ccccc32)n1 | -9% | 0.0% | 6% | 14% | 0% | 0.4% | 0.2% | -9% | -4%
COc1ccc(NC(=O)/C=C/c2ccc3c(c2)OCO3)cc1 | 0% | 0.0% | 2% | 19% | -5% | -2.9% | -0.6% | 1% | 3%
NC(=O)CC(NC(=O)Cc1ccc(Cl)cc1)c1ccc(NC2CCCC2)c([N+](=O)[O-])c1 (centres undefined) | 1% | 1.8% | 9% | -12% | -3% | 4.2% | 5.4% | 3% | 12%
Cc1cc(=O)oc2c(C)c(OCC(=O)NCCCN3CCOCC3)ccc12 | -6% | 0.3% | 12% | -32% | -3% | -0.1% | 0.4% | -2% | 9%
Cc1ccc(C)c(N2CCN(c3cnn(-c4nc5ccccc5s4)c(=O)c3Cl)CC2)c1 | -5% | 7.0% | 9% | -16% | -2% | 0.7% | 1.1% | 10% | 4%
O=C(O)c1ccc(Cl)c(S(=O)(=O)Nc2ccc(S(=O)(=O)Nc3cccc(Cl)c3)cc2)c1 | 66µM* | -0.3% | -4% | -3% | 13% | 31% | 1.4% | -11% | 11%
COc1ccccc1/C=C/C=N/n1c(-c2cc(-c3ccccc3)n[nH]2)n[nH]c1=S | -11% | 0.0% | 14% | -9% | 3% | 5.3% | nt | -10% | 12%
CCNC(=S)Nc1sc2c(c1C#N)CCC(C)C2 (centres undefined) | -5% | 0.1% | 4% | -3% | -11% | -0.8% | 0.0% | -11% | 22%

Looked up by structure from the entries so far:
SMILES | Dengue-2 NS5 capping | UTI89 phage lysis | MgcRacGAP inhibition | GPR35 antagonists | Salmonella PhoP GFP | HIV peptide binding | RSV CPE inhibition | GPR55 LPI antagonism | SV40 large T antigen | others
Nc1cc(-c2ccc(Br)cc2)nn1S(=O)(=O)c1ccccc1 | -1% | -0.6% | 10% | 7% | 4% | 1.7% | 0.1% | 5% | 6%
COCCN=c1scc(-c2cccs2)n1/N=C(\C)c1ccco1 | -28% | -0.6% | -37% | 28% | 11% | 2.0% | 19% | 5% | 9%
